High-throughput results as filed in PubChem BioAssay.
AHR activator: activates the human aryl hydrocarbon receptor. 2.5% of 320,000 active. AHR-responsive luciferase reporter cells, luminescence. P35869. activation, % at 5 µM; in the data active = activation above about 47%;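 also: 0% = vehicle wells and 100% = reference agonist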
Target sequence (P35869 whole entry, looked up): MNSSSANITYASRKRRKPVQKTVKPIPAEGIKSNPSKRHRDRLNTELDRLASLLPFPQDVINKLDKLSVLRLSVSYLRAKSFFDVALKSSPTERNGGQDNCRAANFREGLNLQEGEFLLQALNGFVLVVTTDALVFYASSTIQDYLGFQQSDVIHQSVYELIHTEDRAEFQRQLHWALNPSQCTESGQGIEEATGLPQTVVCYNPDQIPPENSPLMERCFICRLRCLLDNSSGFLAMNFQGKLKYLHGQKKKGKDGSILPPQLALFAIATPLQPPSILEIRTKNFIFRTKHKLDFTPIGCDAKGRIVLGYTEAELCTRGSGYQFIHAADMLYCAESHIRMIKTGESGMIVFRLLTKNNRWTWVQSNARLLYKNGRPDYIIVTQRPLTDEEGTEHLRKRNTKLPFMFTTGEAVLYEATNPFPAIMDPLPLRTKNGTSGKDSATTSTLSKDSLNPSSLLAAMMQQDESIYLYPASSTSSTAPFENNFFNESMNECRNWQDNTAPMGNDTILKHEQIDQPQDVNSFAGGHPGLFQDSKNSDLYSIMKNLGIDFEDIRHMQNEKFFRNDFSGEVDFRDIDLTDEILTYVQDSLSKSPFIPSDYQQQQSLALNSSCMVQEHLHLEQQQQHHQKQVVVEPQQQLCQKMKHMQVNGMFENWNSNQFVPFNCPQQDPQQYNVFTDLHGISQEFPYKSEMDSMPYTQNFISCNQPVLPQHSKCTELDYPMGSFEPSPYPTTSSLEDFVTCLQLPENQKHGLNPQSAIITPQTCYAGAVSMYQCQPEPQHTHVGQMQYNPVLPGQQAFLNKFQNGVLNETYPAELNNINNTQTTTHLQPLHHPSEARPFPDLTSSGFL
AGP1 TOR yeast: alters AGP1-GFP fluorescence in TOR pathway yeast screen; S. cerevisiae AGP1-GFP multiplex flow cytometry, 3 h; GFP as percent of DMSO wells; GFP response vs DMSO, % at 10 µM; 0.02% of 320,000 active;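 active = GFP response relative to DMSO above a set limit, near screen average plus 3 SD, cut at about 150% in these data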;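 also: median GFP channel fluorescence of the gated AGP1 strain per well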
CIT2 TOR yeast: alters CIT2-GFP fluorescence in TOR pathway yeast screen; S. cerevisiae CIT2-GFP strain, flow cytometry, 3 h; 100 means same as DMSO wells; GFP response vs DMSO, % at 10 µM; 0.065% of 320,000 active;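 active = GFP response relative to DMSO above a set limit, near the screen mean plus 3 SD, cut at about 150% in these data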;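 also: ratio of well median GFP fluorescence to mean of DMSO wells on the plate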
LAP4 TOR yeast: yeast TOR pathway LAP4-GFP modulation | S. cerevisiae LAP4-GFP multiplex, flow cytometry GFP, 3 h; median GFP as percent of DMSO wells | GFP response vs DMSO, % at 10 µM | 0.34% of 320,000 active | AID 2023;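 active = GFP response vs DMSO above a set limit, about the screen mean plus 3 SD, cut at about 150% in these data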
proCasp7 act: counter-screen: procaspase-7 (human) activation. recombinant procaspase-7, Ac-DEVD-pNA absorbance 405 nm; D23A/D198A/D206A triple mutant, cannot self-cleave; scale: DMSO 0, 5 µM enzyme 100. 0.093% of 330,000 active. activation, % at 8.5 µM. P55210;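 active = percent activation above the screen-wide mean plus 3 SD, cut at about 25% in these data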
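System: Uncleavable procaspase-7 mutant enzyme; Amount: 2 µM procaspase-7 mutant as dispensed; Schedule: 1 h compound preincubation, 2 h substrate cleavage, 25 °C; Measured by: 405 nm absorbance of p-nitroaniline; Evaluation: percent activation from buffer-corrected 0–120 min absorbance change; Control set: low DMSO alone, high DMSO plus 5 µM PC-7.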
RPL19A TOR yeast: modulators of TOR pathway RPL19A-GFP in S. cerevisiae | S. cerevisiae RPL19A-GFP strain, flow cytometry, 3 h; active compounds read low | percent response vs DMSO, % at 10 µM | 0.3% of 330,000 active;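 active = percent response vs DMSO below 50%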;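 also: median channel GFP fluorescence of the barcoded RPL19A-GFP strain; ratio of sample median GFP to plate DMSO average so 100% = DMSO; lower means less RPL19A-GFP as with rapamycin TOR inhibition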
MEP2-GFP yeast: yeast TOR pathway MEP2-GFP modulation. S. cerevisiae MEP2-GFP strain, flow cytometry GFP, 3 h; 100% = DMSO control level. GFP response vs DMSO, % at 10 µM. 0.51% of 330,000 active. AID 2016;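 active = GFP response versus DMSO above a set limit, roughly screen mean plus 3 SD, cut at about 180% in these data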;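 also: median GFP fluorescence of the barcode-gated MEP2-GFP cells per well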
procasp3 activ: activates human procaspase-3; P42574; recombinant procaspase-3 D3A, Ac-DEVD-pNA absorbance 405 nm; activation, % at 8.5 µM; 0.11% of 330,000 active; AID 463141;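 active = activation above the mean of all tested compounds plus 3 SD, cut at about 21% in these data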;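 also: 0% = DMSO alone and 100% = DMSO wells spiked with extra 5 µM PC-3 D3A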
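assay system = Procaspase-3 D3A mutant | signal = absorbance at 405 nm, 0 and 120 min | times = 1 h preincubation plus 2 h reaction at 25 °C | repeats = single replicate | read-out = % activation between DMSO and enzyme-spiked controls | medium = Zinc-free HEPES saline buffer with Triton X-100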
Active calls of the source: *; . = no result given; & = joins results of further samples. This is a subset; count on the stated rates, not on these rows.

Second line of a record – AHR activator, LAP4 TOR yeast, MEP2-GFP yeast, AGP1 TOR yeast, proCasp7 act, procasp3 activ, CIT2 TOR yeast, RPL19A TOR yeast
- C=C1C(=O)O[C@@H]2C[C@@H](C)[C@@H]3C=CC(=O)[C@@]3(C)[C@@H](OC(=O)CC(=O)O[C@H]3[C@@H]4C(=C)C(=O)O[C@@H]4C[C@@H](C)[C@@H]4C=CC(=O)[C@]43C)[C@H]12
    -8.0, 107.4, 87.6, 78.9, -26.8, -22.6, 79.1, 92.1
- CCN(CC)C(=O)Cn1cc(/C=C2\C(=O)NC(=O)N(c3ccccc3F)C2=O)c2ccccc21
    14.8, 101.4, 105.9, 85.7, -6.7, -15.4, 98.6, 89.0
- CCc1c(C)nc(N)nc1N1N=C1SCCOc1ccccc1
    1.3, 99.8, 93.6, 98.6, -0.6, 9.8, 95.5, 97.7
- COc1ccc(OC)c(C(c2c(O)c3ccccc3oc2=O)c2c(C)n(C)n(-c3ccccc3)c2=O)c1 (stereo not given)
    -1.5, 102.7, 96.7, 100.2, 3.8, -1.9, 89.6, 97.5
- Cc1cc(C)n2nc(SC(C)C(=O)N3CCC4(CC3)OCCO4)nc2n1 (stereo not given)
    -2.1, 100.0, 105.1, 99.3, -7.2, -2.8, 101.7, 104.0
- CN1CCN(Cc2c(F)cccc2Cl)CC1
    ., 95.4, 100.5, 104.0, ., ., 95.5, 92.9
- COc1ccccc1-n1c(-c2ccccc2Br)nc2ccccc2c1=O
    0.2, 92.9, 100.5, 93.0, 6.7, -2.3, 90.6, 97.4
- Cc1ccc(NC(=O)CSc2nnc([C@@H](N)Cc3c[nH]c4ccccc34)o2)c(C)c1
    25.5, 78.7, 102.4, 93.9, 9.4, 4.3, 109.0, 101.1
- Cc1ccc(N=Cc2c(O)n(C)c(=O)n(C)c2=O)cc1
    2.6, 87.0, 95.6, 84.0, 1.1, 7.3, 109.6, 92.4
- COc1cccc(O)c1CN1CCCC(C(=O)c2sccc2C)C1 (stereo not given)
    3.9, 100.8, 84.3, 101.0, 1.8, 4.7, 91.1, 90.9
- COC(=O)C1=C(c2cccc(OCc3ccccc3)c2)C[C@@H]2CC[C@H]1N2C(=O)NCCOc1ccccc1
    0.2, 110.8, 98.5, 110.0, -6.0, 4.7, 100.8, 101.8
- Cc1cc(C(=O)CS(=O)(=O)c2ccc(F)cc2)cc(C)c1OC(=O)N(C)C
    8.2, 104.5, 96.5, ., 5.3, -6.0, 103.8, 94.7
- COc1ccccc1-n1c(/C=C/c2ccc(O)cc2)nc2ccccc2c1=O
    4.8, 85.0, 104.3, 97.2, -4.2, 3.1, 105.8, 107.9
- Cc1ccc2[nH]c3c(c2c1)CN(C(=O)CN1C[C@H]2C[C@@H](C1)c1cccc(=O)n1C2)CC3
    1.5, 97.5, 104.6, 97.8, 2.5, -0.2, 94.0, 94.6
- COc1ccc2[nH]c(C)c(CCNCc3cc(OC)c4c(c3)OCO4)c2c1
    3.8, 98.9, 97.3, 96.6, 1.7, -5.1, 96.7, 95.3
- c1cc2c(cc1CN1CCNCC1)OCO2
    1.6, 103.8, 101.5, 105.4, 17.0, 9.8, 102.2, 98.4
- CCN(CC)c1ccc([N+](=O)[O-])c2cccnc12
    -1.1, 107.8, 99.4, 98.4, -13.0, 1.8, 90.8, 98.8
- O=C1/C(=C\c2ccc3c(c2)OCO3)N2CCC1CC2
    4.6, 117.3, 93.2, 96.0, 2.1, 1.1, 90.2, 93.9
- COC(=O)C(O)(c1ccc(NC(=O)NC2CCCCC2)cc1)C(F)(F)F (stereo not given)
    0.5, 84.8, 92.9, 95.5, 3.9, 5.5, 97.5, 104.2
- Cc1ccc(/C=C2\C(=O)NC(=O)N(Cc3ccccc3Cl)C2=O)o1
    3.3, 116.6, 71.8, 88.2, -24.0, -6.5, 70.9, 93.3
- C=CCn1c(O)c(C(CC)=Nc2ccc(NC(C)=O)cc2)c(=O)[nH]c1=O
    -1.2, 121.1, 98.5, 113.9, -5.8, -3.8, 111.7, 101.0
- CCSP1(=S)N=C(N2CCOCC2)C(C#N)=C2CCCN21 (stereo not given)
    -1.6, 94.3, 113.8, 94.1, -15.2, 3.8, 94.0, 94.7
- CC1(C)C(C(=O)NN2C(=O)c3ccccc3C2=O)C1(C)C
    1.7, 96.0, 102.6, 103.4, 4.2, 1.1, 80.9, 98.2
- O=C1CN(C(=O)CN2CCCCC2)C(c2ccccc2)c2cc(Br)ccc2N1 (stereo not given)
    23.6, 100.4, 104.9, 103.8, -0.1, -3.8, 105.8, 103.4
- Cc1ccc(C(=O)C2(C)N(O)C(C)C(c3cccs3)=[N+]2[O-])cc1 (stereo not given)
    -0.1, 97.5, 100.7, 101.5, 5.0, 2.3, 95.5, 99.7
- CC(C)(C)C(=O)O[C@H]1CC[C@@]2(C)C(=CC(=O)C3C2CC[C@]2(C)C(=O)CCC32)C1 (stereo not given in full)
    0.1, 99.2, 99.7, 100.9, 1.5, -5.7, 108.8, 96.2
- Cc1cc([N+](=O)[O-])c2ccccc2[n+]1[O-]
    -11.9, 112.1, 138.8, 83.0, -0.3, -7.1, 98.5, 71.4
- OCC[n+]1c2ccccc2nc2ccc(N3CCOCC3)cc21
    3.2, 115.3, 104.4, 114.8, -3.3, -4.4, 107.8, 98.5
- Oc1ccc2c3c1O[C@H]1[C@@H](O)CC[C@@]4(O)[C@@H](C2)N(CC2CCC2)CC[C@]314
    -1.1&1.8, 95.9&114.1, 93.7&103.4, 80.6&94.2, 2.6&-0.8, 1.5&6.2, 75.3&97.5, 95.9&104.4
- O=c1c2ccccc2nc(-c2ccccc2)n1-c1ccccn1
    5.6, 91.7, 101.0, 95.8, -0.7, 7.3, 98.0, 99.3
- O=C1NC(=S)NC(=O)C1=Cc1ccc2c(c1)CCN2CCCCl
    8.6, 245.1*, 88.2, 80.7, -14.2, -27.5, 75.0, 94.8
- c1ccc(CNCCc2ccc3c(c2)OCO3)nc1
    5.0, 104.5, 106.9, 99.6, -14.8, -0.5, 100.6, 108.1
- CC(=O)NC1CC2CCC(C1)N2 (stereo not given)
    0.9, 95.8, 101.4, 100.2, -1.7, 1.5, 88.6, 98.9
- COC(=O)C1=C(c2ccccc2)C[C@@H]2CC[C@H]1N2C(=O)NCc1ccc(C(F)(F)F)cc1
    6.6, 115.0, 93.7, 94.5, -8.5, -3.5, 96.5, 105.1
- O=c1[nH]c(=S)n(Cc2ccc(F)cc2)c(O)c1C=NCc1ccc2c(c1)OCO2
    -1.4, 101.3, 104.4, 111.4, -10.2, -0.7, 96.5, 96.0
- CCCCCn1c(=O)c(C(=O)Nc2cc(C)ccn2)c(O)c2ccccc21
    2.4, 101.8, 109.1, 108.6, -2.0, 3.7, 109.0, 108.6
- O=c1[nH]c(=S)[nH]c(O)c1C(c1ccccn1)c1c(O)[nH]c(=S)[nH]c1=O
    1.4, 111.5, 121.7, 108.8, -9.6, -15.4, 116.8, 102.9
- CC12CN3CCN(C1)CC(C)(C3)C2=NN
    0.7, 104.2, 98.5, 101.0, 4.1, -11.2, 100.6, 101.8
- CCCN(CCC)C1CCc2cccc(O)c2C1 (stereo not given)
    0.6, 90.1, 93.7, 75.5, 13.0, 4.8, 74.3, 88.8
- CCCCCCOC(=O)c1ccccc1N
    -1.7, 100.8, 99.6, 100.9, -4.1, -10.5, 96.2, 103.7
- Cc1cc(C=O)c(C)n1C1CCCCC1
    -0.2, 99.3, 97.8, 107.2, 3.5, -2.5, 105.3, 101.6
- N=c1sccn1Cc1ccc(Cl)cc1Cl
    -1.6, 95.9, 106.1, 102.7, 5.9, -2.2, 104.1, 95.2
- c1cnc2c(c1)ccc1ncccc12
    0.7, 109.2, 106.6, 107.1, 3.5, 4.4, 114.9, 109.8
- N#CSCC(=O)N1c2ccccc2CCc2ccccc21
    -2.0, 100.4, 92.4, 94.9, -23.3, -26.8, 94.4, 100.8
- Fc1ccccc1N1CCN(Cc2c(F)cccc2F)CC1
    1.5, 108.8, 98.8, 105.4, -7.4, 6.0, 100.2, 99.7
- O=C(C1CC(=O)N(c2ccc(F)c(Cl)c2)C1)N1CCC2(CC1)OCCO2 (stereo not given)
    0.7, 99.5, 105.0, 108.3, -2.6, -4.2, 105.3, 100.2
- COP(=O)(OC)C(NC(=O)/C=C/c1ccccc1)C(Cl)(Cl)Cl (stereo not given)
    11.9, 97.7, 94.6, 99.0, 6.8, 14.7, 100.7, 93.2
- O=C1CC(=O)N(c2cccc(Cl)c2)C(=O)N1
    4.2, 99.7, 100.3, 102.2, -10.5, -8.5, 101.8, 98.8
- O=Cc1cn(Cc2cccc([N+](=O)[O-])c2)c2ccccc12
    -10.7, 98.3, 105.8, 106.0, 3.7, 1.0, 104.4, 105.9
- O=C1CCN(C(=O)CCCn2c(=O)oc3ccccc32)CC1
    0.0, 92.7, 95.7, 98.3, 3.8, 7.4, 91.9, 92.1

(cont.)
Second line of a record – AHR activator, LAP4 TOR yeast, MEP2-GFP yeast, AGP1 TOR yeast, proCasp7 act, procasp3 activ, CIT2 TOR yeast, RPL19A TOR yeast
- Cc1c(Cl)cccc1N1C(=O)NC(=O)/C(=C\c2cc(C)n(-c3cccc(C(=O)O)c3C)c2C)C1=O
    1.4, 91.7, 100.4, 98.7, -8.8, -7.0, 97.9, 96.4
- COc1ccc(C(=O)N2CCOCC2)cc1S(=O)(=O)N1CCC(C)CC1
    -0.4, 97.0, 94.2, 95.0, -0.1, -12.4, 87.5, 91.5
- COC(=O)C1=C(c2ccccc2OCc2ccccc2)C[C@@H]2CC[C@H]1N2C(=O)NCc1ccc(C(F)(F)F)cc1
    -0.3, 97.8, 86.1, 94.1, -1.7, 4.9, 91.8, 91.5
- CCOC(=O)C1(CCc2ccccc2)CCN(Cc2cccc3c2OCO3)CC1
    -3.0, 95.8, 93.9, 93.2, 12.7, 2.8, 85.8, 99.1
- C1=C(c2c[nH]c3ccccc23)CCNC1
    14.0, 118.5, 152.0, 103.5, -4.8, -9.1, 129.1, 105.7
